Source: PubChem
WRN helicase inh: qHTS for Inhibitors of WRN Helicase; WRN helicase unwinding, fluorescent forked duplex, kinetic; Potency, µM (highest dose often 114 µM), for inactives: top-dose activity change, negative = inhibition, most hits filed as inhibitors; 360,000 tested, 0.46% active; AID 651768, 2012; note: potency is the fitted concentration of half-maximal effect; % is set by controls: 0 for no effect and ±100 for the full control effect; nearly all actives have a fitted effect of over 55% in size
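Screening of the MLSMR collection measured strand separation of a quenched forked DNA duplex (100 nM) by 20 nM WRN with 2 mM ATP, all final. Compounds were preincubated with enzyme 15 min at room temperature.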
EPAC1 antag: qHTS for Antagonist of cAMP-regulated guanine nucleotide exchange factor 3 (EPAC1): primary screen | EPAC1 GEF assay, Rap1b-BODIPY-GDP exchange fluorescence | Potency, µM (doses to about 115 µM), for the others: at the highest dose activity change, negative = inhibition, usual class: inhibitors | 360,000 tested, 0.14% active;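 note: potency is the fitted concentration of half-maximal effect; plate controls were vehicle for no effect and positive control for full effect; nearly all actives have a fitted effect of over 50% in size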
Target sequence (O95398 whole entry, looked up): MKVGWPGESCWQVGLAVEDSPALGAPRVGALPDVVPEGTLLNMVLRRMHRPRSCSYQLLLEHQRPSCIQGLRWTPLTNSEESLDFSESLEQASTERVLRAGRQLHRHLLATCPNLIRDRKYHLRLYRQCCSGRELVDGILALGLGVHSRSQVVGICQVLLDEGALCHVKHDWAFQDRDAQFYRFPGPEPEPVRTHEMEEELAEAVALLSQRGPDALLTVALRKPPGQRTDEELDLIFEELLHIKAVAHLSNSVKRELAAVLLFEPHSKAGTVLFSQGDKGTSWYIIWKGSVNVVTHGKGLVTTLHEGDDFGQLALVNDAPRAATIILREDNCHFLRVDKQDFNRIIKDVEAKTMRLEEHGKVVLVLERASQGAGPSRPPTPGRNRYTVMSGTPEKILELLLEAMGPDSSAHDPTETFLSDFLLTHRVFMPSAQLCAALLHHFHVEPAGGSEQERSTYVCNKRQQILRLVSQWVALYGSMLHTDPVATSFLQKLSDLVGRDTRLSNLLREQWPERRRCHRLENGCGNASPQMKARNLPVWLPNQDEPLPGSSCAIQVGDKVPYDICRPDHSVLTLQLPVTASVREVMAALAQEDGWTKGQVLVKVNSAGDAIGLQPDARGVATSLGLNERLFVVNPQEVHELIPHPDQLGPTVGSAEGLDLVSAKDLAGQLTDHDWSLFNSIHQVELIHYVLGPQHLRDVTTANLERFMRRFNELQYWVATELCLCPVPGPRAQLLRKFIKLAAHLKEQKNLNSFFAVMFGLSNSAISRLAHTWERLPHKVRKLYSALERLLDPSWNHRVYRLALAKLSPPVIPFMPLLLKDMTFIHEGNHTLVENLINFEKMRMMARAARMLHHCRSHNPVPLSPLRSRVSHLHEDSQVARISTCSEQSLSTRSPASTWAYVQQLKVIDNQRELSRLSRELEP
EPAC1 agonist: qHTS for Agonist of cAMP-regulated guanine nucleotide exchange factor 3 (EPAC1): primary screen | 360,000 tested, 0.073% active | Rap guanine nucleotide exchange factor 3 (Homo sapiens), O95398 | EPAC1 agonist qHTS, biochemical assay; response scale: 100% = response to 6.5 mM cAMP | Potency, µM (series often up to 154 µM), for the others: at the highest dose activation, usual class: activators | AID 720707, 2013; note: potency is the fitted concentration of half-maximal effect; nearly all actives have a fitted effect of over 60% in size
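Multi-concentration qHTS readout: loss of Rap1B-bound BODIPY-GDP fluorescence driven by 100 nM EPAC1 with excess GDP (50 uM), monitored kinetically at room temperature; agonist response expressed relative to 6.5 mM cAMP.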
PI5P4K alpha inh: qHTS for Inhibitors of phosphatidylinositol 5-phosphate 4-kinase (PI5P4K). Phosphatidylinositol 5-phosphate 4-kinase type-2 alpha (Homo sapiens), P48426. PI5P4Kalpha enzyme, ADP-Glo luminescence, 60 min; active compounds read low. max response, %. 330,000 tested, 1.2% active. AID 652105, 2013; active = max response of -50% or lower; inconclusive = between -30% and -50%; inactive = -30% or higher; note: value at the top dose of about 77 µM; % is set by controls: 0 for no effect and ±100 for the full control effect
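Quantitative HTS of the MLSMR library against PI5P4Kalpha with substrate. ATP added last at 5 microM final; room temperature, 60 minutes. Remaining ATP depleted, ADP converted and read as luminescence.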
PLK1 PBD inh: qHTS for Inhibitors of PLK1-PDB (polo-like kinase 1 - polo-box domain): Primary Screen. AID 720504, 2013. Serine/threonine-protein kinase PLK1 (Homo sapiens), P53350. Potency, µM, without a hit: max response, negative = inhibition, hits mostly inhibitors. Plk1 PBD binding of FITC phosphopeptide, fluorescence polarization. 360,000 tested, 2.8% active; note: potency is the fitted concentration of half-maximal effect; series mostly up to about 57 µM; % is set by controls: 0 for no effect and ±100 for the full control effect; nearly all actives have a fitted effect of over 65% in size
IL2 activator: qHTS of IL-2 Activators; activation, % (series mostly up to about 46 µM); IL-2 activation reporter assay, cell-based qHTS; stimulated with anti-CD3/CD4/CD28 beads; in transgenic mouse T cells; 360,000 tested, 0.065% active; in the data active = activation above about 50%; inconclusive = mostly about 30% to 49%; note: 0% is about no effect
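Unstimulated transgenic mouse T cells; 60-min compound exposure; bead-based TCR/CD4/CD28 stimulation; 18 h culture, 37 degrees C; dual fluorescence (EGFP, DsRed) plate cytometry.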
aSyn yeast inh: qHTS of alpha-syn Inhibitors; 370,000 tested, 0.14% active; AID 652106, 2013; Potency, µM (series often up to 46.1 µM), inactives show at the top dose growth rescue (activation), hits mostly activators; Yeast expressing alpha-synuclein, growth rescue, BacTiter-Glo, 24 h; note: potency is the fitted concentration of half-maximal effect; % of control where 0% means no effect; nearly all actives have a fitted effect of over 65% in size
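Galactose-induced alpha-syn yeast (OD600=0.02, raffinose-pregrown) + pinned cpd, 24 hr, 30 deg C; growth by BacTiter-Glo luminescence. Growth restoration scores as activation.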
FUS suppressor: qHTS for Suppressors of FUS Proteinopathy: Primary screen using FUS-linked yeast assay | S. cerevisiae FUS-expressing, growth rescue, OD600, 24 h | Potency, µM (top dose mostly 76.6 µM), for inactives: at the highest dose growth rescue (activation), usual class: activators | 390,000 tested, 0.24% active | AID 1347120, 2019;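 note: potency is the fitted concentration of half-maximal effect; plate controls were DMSO vehicle for no effect and reference control for full effect; nearly all actives have a fitted effect of over 55% in size; some results filed as inactive show a strong effect at the top dose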
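Toxicity suppression screen in FUS-yeast. Cells induced with 2% galactose, starting OD 0.005, treated 24hr at 30C with compounds at multiple final concentrations; growth by OD600.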
Abeta yeast res: qHTS for compounds that reverse cellular toxicity of Amyloid beta (A-beta) peptide in yeast: Primary Screen. Potency, µM (highest dose often 46.1 µM), for the others: at the highest dose growth rescue, usual class: activators. 410,000 tested, 0.063% active. yeast expressing A-beta42, growth rescue, OD600, 48 h; response scale: 0% DMSO, 100% iron-clioquinol control; note: potency is the fitted concentration of half-maximal effect; nearly all actives have a fitted effect of over 55% in size
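Yeast growth medium received pinned compounds, then yeast cells expressing toxic A-beta were added; plates incubated at 30 C for 48 hr. Growth read as absorbance at 600 nm, normalized to DMSO and equimolar FeCl3 plus clioquinol controls.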
An asterisk follows results filed as active; u = inconclusive; x = no result given; [ ] = dose if it differs, or a comment. Unless noted, calls come from the whole dose curve; as a rule, active = well fitted curve in the direction sought with a large enough effect; inconclusive = small, poorly fitted or top-dose-only effect, or another doubt; inactive = no such curve, though single readings can be large; an effect the other way counts as inactive or inconclusive. Compounds as they come; 4.1% or so of the library scored in one or more.

Below each compound – WRN helicase inh | EPAC1 antag | EPAC1 agonist | PI5P4K alpha inh | PLK1 PBD inh | IL2 activator | aSyn yeast inh | FUS suppressor | Abeta yeast res
O=C(CN1CCN(c2ccccn2)CC1)NCCc1ccccc1
    -2% | -15% | 1% | 0 | -13% | 0.6 | 1% | -13% | 9%
CCOc1ccc(OCCC(=O)OCC(=O)Nc2ccc3c(c2)OCO3)cc1
    1% | -17% | 11% | -5 | -14% | 1.7 | 13% | 26% | 9%
Cc1ccc2c(Cl)c(C(=O)NCCCN3CCOCC3)sc2c1
    4% | 2% | 2% | -3 | -6% | 0.4 | 0% | -24% | -2%
O=C(CC12CC3CC(CC(C3)C1)C2)N1CCCOC1
    -4% | 7% | -2% | x | -2% | 0.8 | 6% | 17% | 17%
COc1ccc(C(C)=O)cc1CS(=O)(=O)CC(=O)NCCc1c[nH]c2ccccc12
    1% | 32%[activator] | -6% | -18 | 1% | 0.0 | -5%[1.84 µM] | u | -5%
Cc1cc(Sc2nc(NC(C)C)nc(NC(C)C)n2)nc(Cl)n1
    4% | 1% | -7% | 11 | -12% | -4.6 | 13% | 2% | -2%
COc1ccc(/C=C/C(=O)OCC(=O)NCc2ccco2)c(OC)c1
    -2% | 8% | -2% | -2 | -3% | -3.1 | 7% | -1% | -9%
CN(C)C(=O)Cn1c(SCC(=O)Nc2ccc3c(c2)OCO3)nc2ccccc21
    -1% | 8% | 13% | 3 | -2% | 0.7 | -1% | -7% | 17%
O=C(CSc1nc(-c2ccco2)cc(C(F)(F)F)n1)NCCCN1CCOCC1
    4% | -2% | 0% | -4 | u | 1.5 | -6% | -17% | 11%
C=C1c2nc3ccccc3n2C=C(c2ccc(C)cc2)N1c1ccccc1
    -10% | -14% | 18% | 2 | -11% | -0.3 | -26% | x | -78%[inhibitor]
COc1ccccc1Oc1nc2c(c(=O)n(Cc3ccccc3F)c(=O)n2C)n1C
    7% | 9% | 6% | 2 | -5% | -0.9 | 1% | 4% | 5%
Cc1nc2ccc(N)nc2nc1C
    -3% | 6% | -6% | 6 | -2% | -1.7 | 2% | x | 8%
COc1nc(Nc2cccc(C(F)(F)F)c2)nc(OC)n1
    -1% | 0% | 0% | 4 | -7% | 3.5 | -9% | 12% | -12%
COc1ccccc1CNC(=O)c1ccc(N2CCOCC2)c([N+](=O)[O-])c1
    -6% | 0% | 16% | -6 | -3% | 1.6 | 9% | 0% | -4%
O=c1c2c3nc4ccccc4nc3n(CC3CCCO3)c2ncn1CCc1ccccc1 (configuration not stated)
    -1% | 5% | 1% | -3 | 1% | -0.5 | -9% | -7% | 12%
COc1ccc(C(=O)NNC(=O)CCC(=O)Nc2ccc(C)cc2C)cc1
    2% | 8% | -2% | 5 | -4% | 0.1 | 0% | -1% | 1%
O=C(Nc1ccc(NC(=O)C2CC2)nc1)c1ccncc1
    5% | 5% | -8% | -3 | 0% | -3.1 | 3% | 21% | 13%
Cc1nccn1CCC(=O)Nc1ccc(Cl)cc1
    -1% | -2% | 7% | 3 | -13% | 1.0 | 3% | 16% | 5%
O=C(NCCN1CCOCC1)c1ccc(NS(=O)(=O)c2ccccc2)cc1
    3% | -7% | 19% | 3 | 1% | 1.6 | 1% | 24% | -2%
COC(=O)c1ccc(NS(=O)(=O)c2cc(-c3cc(C)no3)ccc2OC)cc1
    -8% | -4% | -16% | 3 | -3% | 0.6 | -16% | -1% | 0%
CCC(C)NC(=O)C(Cc1ccccc1)NS(=O)(=O)c1ccc2c(c1)CCC(=O)N2 (configuration not stated)
    6% | 7% | 8% | 1 | -6% | -0.4 | 0% | -5% | -14%
CCc1c(C#N)c(N)nc(SCC(=O)OCc2ccccc2)c1C#N
    -18% | -22% | 5% | 2 | 0% | -1.1 | 1% | -3% | 13%
CC(C)c1ccccc1-n1cc[nH]c1=S
    5% | -10% | 10% | -6 | -21% | -2.2 | -4% | 26% | 21%
OC[C@@H]1CN(Cc2ccccc2)C[C@H](n2cnc3c(N4CCOCC4)ncnc32)O1
    -6% | 7% | 3% | -5 | -20% | 0.2 | -1% | -12% | 5%
Cc1cc(C)c(S(=O)(=O)N2CCN(c3ccccn3)CC2)c(C)c1
    -4% | -12% | 16% | 7 | 1% | 0.3 | 2% | -6% | 16%
O=C(Nc1ccccc1)c1ccc(NCc2ccco2)c(S(=O)(=O)N2CCOCC2)c1
    -17% | 7% | 13% | -20 | 1% | -1.5 | 8% | u | 1%
Nc1ccn(C2OC(COC(=O)C34CC5CC(CC(C5)C3)C4)C(O)C2O)c(=O)n1 (configuration not stated)
    -3% | 11% | -2% | -8 | -7% | 0.3 | -3% | x | 7%
O=C(CCN1C(=O)C2C3C=CC(C3)C2C1=O)Nc1ccc(F)cc1 (configuration not stated)
    -33% | -18% | 9% | 8 | -9% | 0.8 | 0% | 2% | -16%
Clc1ccc(-c2nnc(CSc3nnc(-c4cccs4)o3)o2)cc1
    0% | 11% | 8% | -13 | 1% | 2.1 | 1% | -6% | 9%
Cc1nc(SCc2nc3ccc(Br)cc3[nH]2)c2oc3ccccc3c2n1
    x | -24% | 0% | x | x | -3.0 | x | 39% | 5%

Exported with each value named: part of the list above
Molecule: COc1ccc(C(C)=O)cc1CS(=O)(=O)CC(=O)NCCc1c[nH]c2ccccc12
  WRN helicase inh = 1%
  EPAC1 antag = 32%[activator]
  EPAC1 agonist = -6%
  PI5P4K alpha inh = -18
  PLK1 PBD inh = 1%
  IL2 activator = 0.0
  aSyn yeast inh = -5%[1.84 µM]
  FUS suppressor = u
  Abeta yeast res = -5%

Molecule: O=C(CCN1C(=O)C2C3C=CC(C3)C2C1=O)Nc1ccc(F)cc1 (configuration not stated)
  WRN helicase inh = -33%
  EPAC1 antag = -18%
  EPAC1 agonist = 9%
  PI5P4K alpha inh = 8
  PLK1 PBD inh = -9%
  IL2 activator = 0.8
  aSyn yeast inh = 0%
  FUS suppressor = 2%
  Abeta yeast res = -16%

Molecule: CCc1c(C#N)c(N)nc(SCC(=O)OCc2ccccc2)c1C#N
  WRN helicase inh = -18%
  EPAC1 antag = -22%
  EPAC1 agonist = 5%
  PI5P4K alpha inh = 2
  PLK1 PBD inh = 0%
  IL2 activator = -1.1
  aSyn yeast inh = 1%
  FUS suppressor = -3%
  Abeta yeast res = 13%

Molecule: O=C(CC12CC3CC(CC(C3)C1)C2)N1CCCOC1
  WRN helicase inh = -4%
  EPAC1 antag = 7%
  EPAC1 agonist = -2%
  PI5P4K alpha inh = x
  PLK1 PBD inh = -2%
  IL2 activator = 0.8
  aSyn yeast inh = 6%
  FUS suppressor = 17%
  Abeta yeast res = 17%

Continuation:
Below each compound – WRN helicase inh | EPAC1 antag | EPAC1 agonist | PI5P4K alpha inh | PLK1 PBD inh | IL2 activator | aSyn yeast inh | FUS suppressor | Abeta yeast res
COCCNC(=O)C1(C)CCCN(Cc2cc(-c3ccccc3)on2)C1 (configuration not stated)
    8% | 18% | -11% | 0 | 2% | 2.2 | 1% | -26% | -18%
O=C1c2ccccc2C(=O)c2c(/C=C/N3CCCCC3)ccnc21
    -27% | -2% | -1% | u | -16% | 0.5 | -73%[inhibitor] | x | -28%
Cc1c(Cl)cccc1NC(=O)CCCn1nc([N+](=O)[O-])cc1C
    13% | 4% | 4% | 2 | -21% | -0.3 | 0% | 2% | -44%[inhibitor]
CCOC(=O)C1=C(C)N(C)C(C)=C(C(=O)OCC)C1c1ccc(C(=O)OC)cc1
    -12% | -20% | 17% | 1 | -8% | -0.9 | 0% | 16% | 12%
COc1ccc(C(c2nnnn2C2CCCC2)N2CCN(c3ccccc3)CC2)cc1 (configuration not stated)
    -6% | -3% | 10% | 0 | -4% | -2.2 | 3% | 44% | 1%
C/C(=C/CCC(C)(O)C1CC[C@@]2(C)[C@@H]3CC=C4[C@@H](CC[C@H](O[C@H]5O[C@@H](CO)[C@H](O)[C@@H](O)[C@@H]5O)C4(C)C)[C@]3(C)C(=O)C[C@]12C)CO[C@@H]1O[C@H](CO)[C@@H](O)[C@H](O)[C@H]1O (some centres not stated)
    0% | 0% | -3% | 0 | -23% | 4.5 | 3% | 35% | 6%
O=C(COC(=O)/C=C/c1cccc(F)c1)Nc1ncccn1
    -30% | -7% | -11% | -22 | -9% | -2.7 | -8% | 6% | -22%
CCOC(=O)C(C)Sc1snnc1C (configuration not stated)
    6% | 6% | 9% | x | -13% | -1.7 | -3% | 16% | 14%
C[C@@H]1CN([C@H](C)CO)S(=O)(=O)c2ccc(Br)cc2O[C@@H]1CN(C)Cc1ccc(C(=O)O)cc1
    4% | -11% | -8% | -8 | -1% | -3.7 | 2% | -9% | 1%
O=[N+]([O-])c1cccc(/C([O-])=C(/C(=S)Nc2cccc3ccccc23)[n+]2ccccc2)c1
    -8% | 9% | 4% | -14 | -16% | -2.1 | 0% | 42% | 24%
CC(C)(C)C(=O)Nc1ccc(C(=O)COC(=O)C2CC2)cc1
    -3% | -14% | 4% | -2 | -3% | 0.3 | 4% | 13% | 6%
COc1ccc(-c2cc(=O)oc3cc(OCC(=O)N(C)C4CCS(=O)(=O)C4)ccc23)cc1 (configuration not stated)
    4% | -14% | 4% | -1 | -7% | 2.2 | -1% | 9% | 9%
c1cnc2c(OCc3cn4cccnc4n3)cccc2c1
    -11% | -10% | 12% | 0 | -15% | 0.4 | -3% | 4% | 8%
CCOC(=O)c1sc(NC(=O)Nc2ccccc2Cl)cc1C
    -10% | 2% | 2% | 9 | -5% | -5.0 | -6% | x | -10%
COC(=O)Cc1ccc(NC(=S)Nc2cccc(C)n2)cc1
    -9% | -4% | -4% | 8 | -8% | -7.0 | 0% | -5% | 25%
